# Screening results from PubChem BioAssay.
# SW480 rereplic: A quantitative high throughput screen for small molecules that induce DNA re-replication in SW480 colon adenocarcinoma cells | SW480 DNA re-replication, Hoechst DNA content imaging, 48 h | Potency, µM (top dose mostly 46.1 µM), inactives show top-dose re-replication activation, usual class: activators | 340,000 tested, 1.8% active; note: potency is the fitted concentration of half-maximal effect; % of control where 0% means no effect; nearly all actives have a fitted effect of over 55% in size
#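 SW480 cells exposed to compounds for 48 hr at 37 C, 5% CO2, then Hoechst-stained 40 min. Nuclear DNA content imaged by fluorescence scanning (405 nm excitation, 500-530 nm emission); re-replication scored as increased high-intensity nuclei.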
# HT1080-NT tox: qHTS for induction of synthetic lethality in tumor cells producing 2HG: qHTS for the HT-1080-NT fibrosarcoma cell line; AID 686970, 2013; 360,000 tested, 1.6% active; HT-1080-NT fibrosarcoma viability, CellTiter-Glo ATP luminescence, 48 h; Potency, µM (top dose mostly 46.1 µM), for the others: at the top dose activity, negative = less viability, most hits filed as cytotoxic;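 note: NT is the 2HG producing partner of a matched IDH1 knockdown line; potency is the fitted concentration of half-maximal effect; 0% = DMSO-treated cells and -100% = media-only wells without cells; nearly all actives have a fitted effect of over 55% in size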
#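 Compounds were tested in concentration-response format on HT-1080-NT cells for 48 hours at 37 degrees C. Cell viability came from CellTiter-Glo luminescence; curves were classified by r2, response magnitude and activity.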
# MCF10A rerep: A quantitative high throughput screen for small molecules that induce DNA re-replication in MCF 10a normal breast cells; MCF 10A DNA re-replication, Hoechst nuclear intensity, 48 h; Potency, µM (titrated, usually from 46.1 µM), without a hit: at the top dose activity, positive = re-replication, hits mostly activators; 350,000 tested, 2.9% active; AID 624296, 2012; note: potency is the fitted concentration of half-maximal effect; % of control where 0% means no effect; nearly all actives have a fitted effect of over 50% in size
# HepG2 tox: qHTS for Inhibitors of TGF-b: Cytotox Counterscreen; HepG2 CAGA-GFP viability, ATP luminescence, 18 h; Potency, µM (highest dose often 46.1 µM), inactives show top-dose activity change, negative = cytotoxicity, most hits filed as cytotoxic; 410,000 tested, 0.76% active; note: potency is the fitted concentration of half-maximal effect; some results filed as inactive show a strong effect at the top dose
#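 CellTiter-Glo luminescence gave cytotoxicity after 18 hours at 37 degrees C. The cells were HepG2 CAGA-GFP in 1% FBS DMEM, stimulated with 500 pg/mL TGF-beta after compound addition. %Activity was normalised to no-cell wells (complete cell-killing) and DMSO (no toxicity), and curves were fitted and classified.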
# S2 tox: Viability Counterscreen for Primary qHTS for Inhibitors of ATXN expression | S2 cells (HEK-293 line with an ATXN2-luciferase reporter) viability, CellTiter-Fluor protease fluorescence, 24 h | Potency, µM (titrated, usually from 56.7 µM), most hits filed as cytotoxic | 400,000 tested, 0.49% active | AID 651635, 2014; note: potency is the fitted concentration of half-maximal effect; nearly all actives have a fitted effect of over 40% in size
# KB-3-1 tox: qHTS assay for MDR1-selective chemotherapeutics: Primary screen using the parental adenocarcinoma cell KB-3-1 | AID 1347075, 2019 | 400,000 tested, 1.4% active | Potency, µM (doses to about 46.1 µM), for inactives: at the highest dose activity change, negative = cytotoxic, usual class: cytotoxic | KB-3-1 viability, CellTiter-Glo ATP luminescence, 72 h; note: potency is the fitted concentration of half-maximal effect; % is set by controls: 0 for no effect and ±100 for the full control effect; nearly all actives have a fitted effect of over 60% in size
#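 Here the drug-naive KB-3-1 line serves as comparator for MDR sub-line selectivity; cells received compound titrations, 72 h at 37 °C, then CellTiter-Glo readout.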
# ATXN2 expr inh: Primary qHTS for Inhibitors of ATXN expression | HEK-293 ATXN2-luciferase reporter, luminescence, 24 h | Potency, µM (titrated, usually from 57 µM), for the others: at the highest dose activity change, negative = inhibition, actives largely listed as inhibitors | 360,000 tested, 0.72% active | AID 1745845, 2022; note: potency is the fitted concentration of half-maximal effect; % is set by controls: 0 for no effect and ±100 for the full control effect; nearly all actives have a fitted effect of over 55% in size
#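 qHTS (up to 57 uM final) was run with 24 h compound exposure of reporter cells at 37 °C. Each well was multiplexed: SteadyGlo luminescence measured ATXN2-luciferase expression after a fluorogenic Gly-Phe-AFC viability readout (25 uM final).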
# HT1080 IDH1KD tx: qHTS for induction of synthetic lethality in tumor cells producing 2HG: qHTS for the HT-1080-IDH1KD cell line | HT-1080 IDH1 knockdown viability, ATP luminescence, 48 h | Potency, µM (highest dose often 46.1 µM), for the others: at the highest dose activity, negative = toxicity, actives largely listed as cytotoxic | 360,000 tested, 2% active | AID 686971, 2013;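 note: potency is the fitted concentration of half-maximal effect; 0% = DMSO wells and -100% = cell-free medium wells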
#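 In this qHTS, HT-1080 cells depleted of IDH1 are exposed for 48 h at 37 °C to compound titrations. Toxicity is scored from CellTiter-Glo luminescence, with DMSO as full viability and medium alone as none.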
# IL1B secr inh: qHTS for Inhibitors of Inflammasome Signaling: IL-1-beta AlphaLISA Primary Screen. 360,000 tested, 4.7% active. AID 743279, 2014. THP-1 LPS/ATP IL-1B secretion, AlphaLISA, 16 h; stronger effect = lower value. activity change, % at 57.5 µM; in the data active = activity change below about -50%; inconclusive = mostly about -30% to -49%; note: % is set by controls: 0 for no effect and ±100 for the full control effect
#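 THP-1 cells pretreated 1 hr with compounds (up to 57.5 uM final), then stimulated with LPS (250 ng/mL final) plus ATP (1.25 mM final); secreted IL-1B measured by AlphaLISA after 16 hr, decreased signal indicating inhibition.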
# * marks the source's active call; other numbers are inactive results; i = inactive; ? = inconclusive; / = not tested or not shown; & = joins results of further samples; [ ] = dose if it differs, or a comment. Unless noted, calls come from the whole dose curve; as a rule, active = well fitted curve in the direction sought with a large enough effect; inconclusive = small, poorly fitted or top-dose-only effect, or another doubt; inactive = no such curve, though single readings can be large; an effect the other way counts as inactive or inconclusive.
SMILES,SW480 rereplic,HT1080-NT tox,MCF10A rerep,HepG2 tox,S2 tox,KB-3-1 tox,ATXN2 expr inh,HT1080 IDH1KD tx,IL1B secr inh
CC1CCCC(NC(=O)COC(=O)c2cccc(NS(=O)(=O)/C=C/c3ccccc3)c2)C1C (stereo unspecified),/,-7%,?,-40%,?,13%,2%,-12%,10
CCOc1ccc(C2c3c(oc4ccc(C)cc4c3=O)C(=O)N2c2nc(C)c(C)s2)cc1OC (stereo unspecified),/,/,/,-2%,i,3%,7%,/,/
COCCCNC(=O)c1ccc2c(c1)nc(C)n2-c1cccc(C)c1,?,-2%,12%,1%&-15%,i,0%&4%,-7%&2%,-7%,-12
Cc1c(Cl)ccc2sc(NC(=O)C3CC3)nc12,-1%,-2%,11%,-8%,i,0%,8%,-3%,27
Cc1cc(C)c(N=C2CCCN2Cc2ccccc2)c(C#N)c1,0%,11%,?,-28%,i,-1%,-1%,0%,7
C/C(=N\NC(=O)CN1CCN(Cc2ccccc2)CC1)c1ccncc1,-18%,19%,-3%,-14%,i,7%,3%,12%,/
O=C(CCC1CCCN(C(=O)Cc2ccc(F)cc2)C1)N1CCN(c2ccccn2)CC1 (stereo unspecified),-14%,3%,2%,-7%,i,-7%,-24%,-1%,-16
CCOC(=O)C1=CCN(S(=O)(=O)c2cccc(Cl)c2)C1c1ccccc1 (stereo unspecified),/,-25%,/,-15%,i,-24%,-30%,-26%,55
CN(Cc1nccn1C)C(=O)c1cc(COc2ccc3ncccc3c2)on1,2%,-14%,12%,-7%,i,-11%,-18%,-16%,-4
O=C(COC(=O)C1CC2CCCC(C1)C2=O)NC(=O)c1ccccc1 (stereo unspecified),-2%,1%,-1%,22%,i,5%,/,12%,13
O=C(Nc1nnc(SCc2cccnc2)s1)C1CC(=O)N(c2ccc(F)cc2)C1 (stereo unspecified),-5%,-2%,-3%,5%,i,0%,-7%,-3%,0
COc1cccc(N2CCN(C(=O)c3cccc(NC4=NC5CS(=O)(=O)CC5S4)c3)CC2)c1 (stereo unspecified),0%,7%,-6%,-7%,i,-4%,2%,10%,-7
Cc1ccccc1-c1oc(C)c(C)[n+]1[O-],-4%,9%,-4%,-22%,i,-16%,-3%,8%,13
CCCN1CCN(CCCNC(=O)c2cc3c(=O)n(C)c4ccccc4c3n2C)CC1,5%,-13%,?,-16%,i,-28%,-9%,-8%,-22
Cc1cccc(-c2cc(NC(=O)COc3ccccc3F)n(-c3ccccc3)n2)c1,/,/,/,-10%,i,10%,3%,/,/
O=C(CN1CCN(Cc2ccccc2)CC1)Nc1ccc(S(=O)(=O)N2CCOCC2)cc1,?,11%,5%,-2%,i,1%,-30%,1%,0
Cc1ccccc1-c1nnc(SCc2ccccc2)o1,-2%,12%,1%,3%,i,4%,68%[activator],18%,11
COc1ccc(/C=C/C(=O)OCC(=O)N(C)c2c(N)n(Cc3ccccc3)c(=O)[nH]c2=O)cc1OC,0%,8%,-5%,-9%,i,-11%,9%,12%,-1
CC(C)NC(=O)Cn1c(SCC(=O)N2CCc3ccccc3C2)nc2ccccc21,-1%,14%,2%,6%,i,1%,29%,8%,0
CC(=O)OCC1OC(n2ccc(=O)[nH]c2=O)C(O)C1O (stereo unspecified),-6%,12%,-6%,-8%,i,17%,0%,16%,34
Cc1ccc(OCC(=O)N2CCN(S(=O)(=O)c3ccccc3)CC2)c([N+](=O)[O-])n1,-1%,3%,9%,3%,i,-7%,2%,-3%,-12
O=C(Nc1ccc(F)cc1F)c1cc2nc(-c3ccco3)cc(C(F)(F)Cl)n2n1,/,/,/,-6%,i,-5%,-2%,/,/
Cc1ccc(NC(=S)NC(NC(=O)c2ccccc2C)C(Cl)(Cl)Cl)c(C)c1 (stereo unspecified),?,?,?,-31%,i,?,1%,?,-25
C#CCOCCOCCOCCNc1nc(N2CCN(C(=O)Cn3cc(CCCN=C(N)N)nn3)CC2)nc(N2CCN(C(=O)[C@H](CCCCN)n3cc(CCC(=O)O)nn3)CC2)n1,21%[9.22 µM],1%,11%,-4%,i,-9%,-4%,-9%,-21
Cn1c(=O)oc2cc(S(=O)(=O)N3CCC(C(=O)NCCc4ccccc4)CC3)ccc21,?,4%,15%,-17%,i,14%,-19%,1%,5
Cc1ccc(S(=O)(=O)N2Cc3ccccc3CC2C(=O)Nc2cc(C)on2)cc1 (stereo unspecified),-2%,11%,4%,-14%,i,2%,1%,-14%,24
COc1cc(C)nc(OCCNS(=O)(=O)c2cc(C)ccc2C)n1,-2%,7%,-1%,0%,i,8%,3%,8%,2
COc1cccc(C(=O)NCCN2CCC(n3c(=O)[nH]c4ccccc43)CC2)c1,/,4%,/,/,i,?,15%,27%,/
CCCn1cc(S(=O)(=O)c2ccc(OC)cc2)c(=O)c2cc(OCC)ccc21,-28%,19%,-1%,0%,i,17%,-8%,6%,?
CC(C)c1ccc(NC(=O)c2ccc3c(c2)C(=O)N(Cc2cccnc2)C3=O)cc1,-1%,?,18%,-42%,i,-3%,-16%,?,31
CCc1ccccc1NC(=O)c1cc2ncc(Br)cn2n1,-16%,4%,16%,-4%,i,3%,18%,2%,-11
c1ccc(CNCc2ccc3c(c2)OCO3)nc1,-1%,3%,3%,-15%,i,14%,2%,14%,-10
CC1=C(C(=O)Nc2ccccc2C(=O)NC2CCCCC2C)SCCO1 (stereo unspecified),?,0%,8%,-22%,i,2%,3%,-3%,2
Cn1c(SCC(=O)NCc2ccco2)nnc1-c1cccs1,-10%,21%,1%,0%,i,1%,-4%,23%,-9
Fc1ccccc1C1CC(c2ccco2)=Nc2ccccc2S1 (stereo unspecified),23%,-14%,?,-132%,?,1%,/,-29%,-5
C[C@H](NC(=O)Nc1cccc(C(F)(F)F)c1)C(=O)O,-4%,6%,-19%,-4%,i,0%,-3%,-2%,5
O=C(CN1C(=O)S/C(=C\C=C\c2ccccc2)C1=O)N1CCCCC1,-6%,-2%,6%,-19%,i,/,-5%,-1%,-5
Nc1nnnn1/N=C\c1ccc(Cl)c([N+](=O)[O-])c1,?,-2%,?,-49%,i,21%,-6%,-3%,-61*
O=C(COC(=O)c1cc(-c2ccc(F)cc2)nc2ccccc12)NCC1CCCO1 (stereo unspecified),-9%,8%,-2%,-11%,i,-6%,3%,-1%,-29
O=C(Nc1ccc2c(c1)OCCO2)C1CC(c2ccc(F)cc2)=NO1 (stereo unspecified),?,5%,0%,19%,i,22%,0%,2%,0
COc1ccc(-c2nn(-c3ccccc3)cc2/C=C/C(=O)N2CCN(c3ccccn3)CC2)cc1,4%,2%,12%,-42%,i,25%,-34%,-5%,?
CC[C@]12c3[nH]c4ccc(OC)cc4c3CCN1C(=O)C(CC(=O)NCc1ccc(OC)c(OC)c1)C[C@@H]2C(=O)N1CCN(C(=O)C2CC2)CC1 (stereo partly specified),-1%,5%,-33%[inhibitor],-17%,i,1%,6%,6%,-5
N#C/C(=C\c1cc2ccccc2nc1N1CCCCC1)C(N)=O,-4%,-17%,1%,-5%,i,3%,16%,-13%,?
COc1ccc2[nH]cc(CCNC(=O)/C=C/[C@H]3O[C@@H](n4cc(C)c(=O)[nH]c4=O)C[C@@H]3O)c2c1,/,16%,/,-1%,i,0%,13%,15%,-20
COc1ccccc1CCNC(=O)c1cc(C2CC2)nc2c1cnn2C(C)C,-23%,4%,?,-10%,i,5%,0%,1%,-11
COc1cc(SC)ccc1C(=O)N1CCCCCC1,-4%,-6%,2%,-40%,i,-5%,-11%,-2%,-2

# Retrieved one by one from the list above, 5 records:
SMILES,SW480 rereplic,HT1080-NT tox,MCF10A rerep,HepG2 tox,S2 tox,KB-3-1 tox,ATXN2 expr inh,HT1080 IDH1KD tx,IL1B secr inh
COc1ccc2[nH]cc(CCNC(=O)/C=C/[C@H]3O[C@@H](n4cc(C)c(=O)[nH]c4=O)C[C@@H]3O)c2c1,/,16%,/,-1%,i,0%,13%,15%,-20
CC[C@]12c3[nH]c4ccc(OC)cc4c3CCN1C(=O)C(CC(=O)NCc1ccc(OC)c(OC)c1)C[C@@H]2C(=O)N1CCN(C(=O)C2CC2)CC1 (stereo partly specified),-1%,5%,-33%[inhibitor],-17%,i,1%,6%,6%,-5
COc1ccccc1CCNC(=O)c1cc(C2CC2)nc2c1cnn2C(C)C,-23%,4%,?,-10%,i,5%,0%,1%,-11
N#C/C(=C\c1cc2ccccc2nc1N1CCCCC1)C(N)=O,-4%,-17%,1%,-5%,i,3%,16%,-13%,?
COc1cc(SC)ccc1C(=O)N1CCCCCC1,-4%,-6%,2%,-40%,i,-5%,-11%,-2%,-2

# Complete entries as entered above. Order of values: SW480 rereplic | HT1080-NT tox | MCF10A rerep | HepG2 tox | S2 tox | KB-3-1 tox | ATXN2 expr inh | HT1080 IDH1KD tx | IL1B secr inh
# Results for COc1ccc2[nH]cc(CCNC(=O)/C=C/[C@H]3O[C@@H](n4cc(C)c(=O)[nH]c4=O)C[C@@H]3O)c2c1 = / | 16% | / | -1% | i | 0% | 13% | 15% | -20
# Results for COc1ccc(-c2nn(-c3ccccc3)cc2/C=C/C(=O)N2CCN(c3ccccn3)CC2)cc1 = 4% | 2% | 12% | -42% | i | 25% | -34% | -5% | ?
